AmpC detergent: qHTS Inhibitors of AmpC Beta-Lactamase (assay with detergent); AmpC hydrolysis of nitrocefin, absorbance 480 nm, 0.01% Triton; Potency, µM (series often up to 114 µM), for the others: top-dose activity change, negative = inhibition, usual class: inhibitors; 0.041% of 370,000 active;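 note: potency is the fitted concentration of half-maximal effect; 0% = no-compound wells and -100% = no-enzyme wells; nearly all actives have a fitted effect of over 25% in size; some results filed as inactive show a strong effect at the top dose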
Target sequence (P00811 whole entry, looked up): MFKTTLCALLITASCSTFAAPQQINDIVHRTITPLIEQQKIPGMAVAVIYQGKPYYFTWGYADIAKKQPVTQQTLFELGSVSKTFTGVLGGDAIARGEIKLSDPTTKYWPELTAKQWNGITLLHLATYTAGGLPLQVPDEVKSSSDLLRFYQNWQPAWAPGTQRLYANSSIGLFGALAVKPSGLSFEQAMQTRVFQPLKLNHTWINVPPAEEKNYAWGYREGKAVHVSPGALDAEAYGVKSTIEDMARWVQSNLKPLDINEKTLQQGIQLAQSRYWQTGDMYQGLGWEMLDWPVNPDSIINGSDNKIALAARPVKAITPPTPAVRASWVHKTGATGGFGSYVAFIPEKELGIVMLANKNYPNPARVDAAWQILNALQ
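20 mM phosphate pH 7.0 + 0.01% (detergent screen) or 0.0001% Triton X-100; 5.3 nM AmpC reagent; cpd preinc 15 min RT; nitrocefin (800 uM stock) to start; A480 q20 s × 4 min; Activity was normalised to no-enzyme and no-compound control wells.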
AMA1 RON2 block: qHTS for Inhibitors of AMA1-RON; Towards Development of Antimalarial Drug Lead: Primary Screen. 0.2% of 360,000 active. AlphaScreen AMA1-biotinylated RON2 peptide binding. AID 720542, 2013. Plasmodium falciparum AMA1 (3D7) - RON2 peptide interaction. Potency, µM (titrated, usually from 58.2 µM), inactives show at the highest dose activity change, negative = inhibition, hits mostly inhibitors;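 note: potency is the fitted concentration of half-maximal effect; 0% = vehicle wells and -100% = peptide control; nearly all actives have a fitted effect of over 45% in size; some results filed as inactive show a strong effect at the top dose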
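AMA1 (3D7) with his tag at 25 nM final met compounds first, then biotinylated RON2 peptide at 25 nM; detection used donor plus acceptor beads, 10 µg/mL apiece, read by AlphaScreen after 30 min at room temperature.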
HCMV antiviral: qHTS Assay for inhibitors of the human cytomegalovirus (HCMV) | AID 1259415, 2018 | HFF cells, HCMV-luciferase reporter, 72 h; hits give low values | 4.5% of 410,000 active | activity change, negative = inhibition, % at 57.5 µM; in the data active = activity change below about -60%; inconclusive = no clear call, values can overlap the other calls; inactive = above about -39%
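Two compound doses tested in HFFs infected with HCMV-luciferase, MOI 1 PFU/cell, 72 h at 37C. Lysate luminescence read with OneGlo; data normalized against buffer-only and 10uM Salinomycin inhibitor controls.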
HCV inhibitor: qHTS Assay for Inhibitors of Hepatitis C Virus (HCV); Huh7.5.1 HCVcc-Cre infection, luciferase reporter, 44 h; 3.4% of 340,000 active; Potency, µM (highest dose often 41.8 µM), inactives show at the highest dose activity change, negative = inhibition, usual class: inhibitors; note: potency is the fitted concentration of half-maximal effect
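Compounds are dispensed onto cells plated 4 h earlier at 1,000 per well, with HCVcc-Cre virus (about 0.5 moi) added next. Following 44 h of culture, luminescent signal is measured for 15 sec after 15 min with substrate at room temperature.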
TbPYK inhibitor: qHTS of Trypanosoma Brucei Inhibitors | TbPYK enzyme, Kinase-Glo Plus ATP luminescence, 45 min | Potency, µM (titrated, usually from 76.8 µM), for the others: at the top dose activity, negative = inhibition, usual class: inhibitors | 0.12% of 410,000 active | pyruvate kinase (Trypanosoma brucei), Q57TT1; note: potency is the fitted concentration of half-maximal effect; nearly all actives have a fitted effect of over 50% in size
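Enzyme and substrate buffer are dispensed first and compound is pin-transferred. ADP at 130 uM final then starts the reaction, which runs 45 min at room temperature. Detection reagent is added for 10 min before luminescence is imaged.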
AmpC inh no detg: qHTS Inhibitors of AmpC Beta-Lactamase (assay without detergent); P00811; AmpC nitrocefin hydrolysis, absorbance 480 nm, 0.0001% Triton; Potency, µM (doses to about 57.1 µM), inactives show top-dose activity change, negative = inhibition, most hits filed as inhibitors; 0.52% of 330,000 active; AID 485341, 2010;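 note: potency is the fitted concentration of half-maximal effect; plate controls were no compound for no effect and no enzyme for full effect; nearly all actives have a fitted effect of over 20% in size; some results filed as inactive show a strong effect at the top dose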
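20 mM phosphate pH 7.0 + 0.01% (detergent screen) or 0.0001% Triton X-100; 5.3 nM AmpC reagent; cpd preinc 15 min RT; nitrocefin (800 uM stock) to start; A480 q20 s × 4 min; Activity was normalised to no-enzyme and no-compound control wells.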
LmPK inhibitor: qHTS Assay for Inhibitors of Leishmania Mexicana Pyruvate Kinase (LmPK); purified LmPK, Kinase-Glo ATP luminescence, 1 h; 0.37% of 290,000 active; Potency, µM (highest dose often 57.5 µM), for inactives: at the top dose activity change, negative = inhibition, actives largely listed as inhibitors; note: potency is the fitted concentration of half-maximal effect
Target sequence (Q27686 whole entry, looked up): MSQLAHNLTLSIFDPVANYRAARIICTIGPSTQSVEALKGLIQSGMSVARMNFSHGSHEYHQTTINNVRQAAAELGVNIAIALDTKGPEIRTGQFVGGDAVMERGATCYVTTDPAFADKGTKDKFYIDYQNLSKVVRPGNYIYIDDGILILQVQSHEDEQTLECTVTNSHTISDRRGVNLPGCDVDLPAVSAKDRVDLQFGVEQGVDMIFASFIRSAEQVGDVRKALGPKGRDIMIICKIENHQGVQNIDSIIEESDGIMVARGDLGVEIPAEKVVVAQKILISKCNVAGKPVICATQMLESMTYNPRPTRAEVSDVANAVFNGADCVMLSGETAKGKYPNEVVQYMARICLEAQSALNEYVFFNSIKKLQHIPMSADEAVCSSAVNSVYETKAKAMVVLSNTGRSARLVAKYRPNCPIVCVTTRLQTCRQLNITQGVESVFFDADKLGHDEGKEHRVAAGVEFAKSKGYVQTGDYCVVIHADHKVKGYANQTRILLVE
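Purified LmPK (0.1 nM) with 0.5 mM PEP and 0.1 mM ADP in imidazole buffer pH 7.2 with MgCl2/KCl, 1 h at room temperature. ATP formed was read by luciferase luminescence and normalized to no-enzyme and uninhibited controls.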
* marks the source's active call; other numbers are inactive results; ? = inconclusive; nt = no result given; [ ] = dose if it differs, or a comment. Unless noted, calls come from the whole dose curve; as a rule, active = well fitted curve in the direction sought with a large enough effect; inconclusive = small, poorly fitted or top-dose-only effect, or another doubt; inactive = no such curve, though single readings can be large; an effect the other way counts as inactive or inconclusive. Unless noted, % is set by controls: 0 for no effect and ±100 for the full control effect.

The opening four entries as a preview:
SMILES	AmpC detergent	AMA1 RON2 block	HCMV antiviral	HCV inhibitor	TbPYK inhibitor	AmpC inh no detg	LmPK inhibitor
O=C(CCCOc1ccccc1)OCn1nnc2ccccc2c1=O	-7%	11%	-27	18%	5%	-3%	-3%
CN(C(=O)c1ccc2c(=O)n3c(nc2c1)CCCCC3)c1cccc(Cl)c1	-2%	-7%	-11	-10%	7%	89%[activator]	2%
COc1ccc(C=NCCc2ccc(OC)c(OC)c2)cc1OC	nt	-1%	-18	nt	-3%	nt	nt
O=C(Nc1ccc2oc(-c3ccc4ccccc4c3)nc2c1)c1ccc(Cl)c(Cl)c1	9%	nt	63	nt	-7%	nt	nt

Main list (from the top)
SMILES	AmpC detergent	AMA1 RON2 block	HCMV antiviral	HCV inhibitor	TbPYK inhibitor	AmpC inh no detg	LmPK inhibitor
O=C(CCCOc1ccccc1)OCn1nnc2ccccc2c1=O	-7%	11%	-27	18%	5%	-3%	-3%
CN(C(=O)c1ccc2c(=O)n3c(nc2c1)CCCCC3)c1cccc(Cl)c1	-2%	-7%	-11	-10%	7%	89%[activator]	2%
COc1ccc(C=NCCc2ccc(OC)c(OC)c2)cc1OC	nt	-1%	-18	nt	-3%	nt	nt
O=C(Nc1ccc2oc(-c3ccc4ccccc4c3)nc2c1)c1ccc(Cl)c(Cl)c1	9%	nt	63	nt	-7%	nt	nt
O=C(COc1ccccc1F)Nc1ccc(S(=O)(=O)Nc2nccs2)cc1	0%	9%	19	21%	-1%	-28%	-3%
Cn1c(=O)c2c(ncn2Cc2ccccc2)n(C)c1=O	-2%	-2%	?	?	-12%	-17%	1%
Cc1ccc(CN2CCC(=O)N2)cc1	-4%	-30%	nt	6%	-9%	-20%	-1%
CCCCN(CCCC)Cc1cc2ccccc2c2c1COC2	-1%	11%	58	-2%	11%	-13%	7%
O=[N+]([O-])c1cccc(S(=O)(=O)NCCc2ccccc2)c1	-1%	-4%	-2	1%	0%	-30%	3%
COC(=O)c1cccc(CSc2nnc(-c3ccco3)n2-c2ccccc2)c1	5%	-22%	20	?	-3%	33%	1%
COCCN1C(=O)c2[nH]nc(-c3ccccc3O)c2C1c1ccc(Cl)c(Cl)c1 (configuration not stated)	6%	nt	-15	nt	0%	nt	nt
CN(C(=O)c1cccc(NC(=O)Cc2ccc([N+](=O)[O-])cc2)c1)C1CC1	nt	-1%	-16	?	-4%	-18%	nt
CCOc1ccc(N(C)C(=O)CCc2nnc3ccc(N4CCOCC4)nn23)cc1	-4%	-4%	-33	16%	-1%	4%	2%
O=C(CN(Cc1ccc(F)cc1)C(=O)CNS(=O)(=O)c1ccc(F)cc1)NCC1CCCO1 (configuration not stated)	4%	0%	24	1%	5%	2%	0%
CCc1sc(N(C(=O)Cc2ccccc2)c2cccc(F)c2)nc1-c1ccc(C)cc1	-12%	5%	38	9%	-2%	-25%	2%
CC1CCN(Cc2c(O)ccc3c(=O)c(-c4nc5ccccc5s4)c(N)oc23)CC1	?	61%[activator]	38	?	4%	-18%	-1%
O=C(C1CCC(CNc2nc(=S)[nH]c3ccccc23)CC1)N1CCN(c2ccc(F)cc2)CC1 (configuration not stated)	5%	-9%	-28	?	-6%	-8%	-3%
CCN1C(=O)c2ccccc2Sc2ccc(NC(=O)Nc3cccc([N+](=O)[O-])c3C)cc21	2%	nt	-18	nt	2%	nt	nt
Cn1nc(C(=O)NCCCN2CCCCC2)c2c1-c1ccccc1SC2	-1%	5%	-2	?	0%	-19%	-3%
CCOC(=O)N1CCC(NS(=O)(=O)c2ccc3c(c2)oc(=O)n3C)CC1	-17%	12%	-8	18%	1%	-10%	-1%
CN(C)C(CNC(=O)Cc1ccc(Br)cc1)c1ccccc1 (configuration not stated)	0%	-7%	-7	-4%	3%	24%	-2%
COc1ccc(C(=O)N2CCN(c3nc4c(OC)cccc4s3)CC2)cc1OC	-8%	nt	-84*	nt	-2%	nt	nt
CC(=O)OCC(CCn1cnc2cnc(N)nc21)COC(C)=O	-8%	nt	nt	nt	0%	-3%	-3%
CC(=O)Nc1ccc2[nH]c(C)cc(=O)c2c1	1%	0%	42	12%	-9%	0%	3%
COc1ccc(CCN(Cc2cc3cc(C)cc(C)c3nc2Cl)C(=O)C2CC2)cc1	-13%	-1%	?	?	3%	45%	3%

The list goes on.
SMILES	AmpC detergent	AMA1 RON2 block	HCMV antiviral	HCV inhibitor	TbPYK inhibitor	AmpC inh no detg	LmPK inhibitor
CN1C(=O)/C(=C\N2CCc3ccccc32)C(=O)NC1=S	?	8%[2.32 µM]	80	19%	-14%	-29%	2%
COc1ccc(C(C)(NC(C)=O)c2nc(-c3ccc(F)cc3OC)cs2)cc1 (configuration not stated)	nt	-5%	21	nt	7%	nt	nt
COc1cccc(OCCN2CCN(c3ncnc4c3cnn4-c3ccccc3)CC2)c1	4%	-8%	0	7.1µM*	-2%	117%[activator]	4%
Cc1noc(C)c1COc1ccc(C(=O)OCC(=O)Nc2ccc3c(c2)OCO3)cc1	5%	-8%	4	-1%	0%	-38%	0%
O=C(NCc1cccnc1)c1cc(C2CCCCN2C(=O)c2ccc3c(c2)CCO3)on1 (configuration not stated)	nt	3%	4	nt	0%	nt	nt
COc1ccc(OC)c(C2=Nn3c(nnc3-c3cc(OC)c(OC)c(OC)c3)SC2)c1	-14%	-13%	37	nt	-6%	143%[activator]	-2%
Cc1cccc([C@@H]2[C@@H]3C(=O)N(Cc4ccccc4)C(=O)[C@@H]3[C@]3(Cc4ccc(Cl)cc4)C(=O)N(c4cccc(Br)c4)C(=O)N23)c1	1%	13%	-16	3%	2%	-21%	3%
CCN(CC)S(=O)(=O)c1ccc(Cl)c(C(=O)Nc2cc(C)nn2-c2ccccc2)c1	-15%	4%[2.32 µM]	-32	?	-2%	7%	-1%
COc1cc(NC(=O)Nc2nnc([C@H]3C[C@H](O)[C@@H](CO)O3)s2)cc(OC)c1	nt	1%	16	nt	-2%	nt	nt
Cc1ccccc1-n1ncc2c1CC(C)(C)CC2NC(=O)C1=CC(=O)CC(C)(C)O1 (configuration not stated)	-9%	14%	-8	nt	-2%	120%[activator]	9%
CCCCn1c(N)c(N(CCC(C)C)C(=O)c2cc(-c3ccco3)nc3ccccc23)c(=O)[nH]c1=O	-5%	-13%	-39	26%	-8%	-36%	3%
O=C(COC(=O)/C=C/c1ccc(Cl)cc1Cl)NCCC1=CCCCC1	-9%	3%	-20	10%	-10%	-28%	1%
CC(=O)c1ccc(N(C(=O)CNC(=O)c2ccco2)C(C(=O)NC2CCCC2)c2ccc(C)o2)cc1 (configuration not stated)	5%	13%	-11	18%	-1%	-6%	-4%
CCC1(C)Nc2ccccc2C(=O)N1O (configuration not stated)	-8%	29%	57	16%	3%	-17%	-1%
COc1cc(S(=O)(=O)Nc2ccccc2C(=O)N2CCCCC2)ccc1NC(C)=O	-3%	3%	-24	9%	7%	-5%	nt
CCC[C@@H](CN[C@@H](CNC)C(C)C)NCCCCc1ccccc1	-13%	95%[activator]	?	?	0%	27%	-4%
Cc1cccc(NC(=O)c2ccc(C(=O)c3ccccc3)o2)c1	1%	?	77	13%	3%	-31%	-2%
CN(Cc1ccccc1)C(=O)c1cccc(NC(=O)Cc2ccc(NC(=O)C3CCN(C(=O)C4CC4)CC3)cc2)c1	nt	-1%	28	-14%[8.37 µM]	4%	nt	nt
CSCC[C@H](NC(=O)N1CCn2c1nc1ccccc12)C(=O)NC1CC1	4%	12%	-14	2%	0%	42%	5%
COCCn1c(CN(Cc2ccccc2)Cc2ccccc2)nc2c1c(=O)n(C)c(=O)n2C	-6%	-14%	nt	?	-1%	176%[activator]	4%
Cc1ccc(CN2C(=O)/C(=C3\SC(N4CCOCC4)=NC3=O)c3cc(Br)ccc32)cc1	-11%	nt	nt	nt	nt	-12%	2%
CCCCCc1nc2c(c3c1CCCC3)CCCC2	6%	-17%	-28	?	8%	-14%	-2%
Cc1ccccc1NC(=O)/C(C#N)=C\c1ccsc1	0%	6%[2.32 µM]	?	?	-4%	-3%	-2%
CCN(C(=O)c1cc2c(s1)-c1ccccc1S(=O)(=O)C2)c1cc(OC)ccc1OC	-12%	-15%	1	10µM*	-4%	20%	-2%
O=C(Cn1cnc2c(nnn2-c2ccccc2)c1=O)NCc1ccco1	?	-9%	-5	?	-9%	-14%	3%
CC(C)NS(=O)(=O)c1ccc(OCC(=O)Nc2cccc3ccccc23)cc1	1%	-10%	23	?	-4%	-45%	3%
CC(C)(C)c1nc2cc(Cl)c([N+](=O)[O-])cc2o1	7%	-4%	-33	-2%	-20%	-12%	3%
Cc1ncc([N+](=O)[O-])n1Cc1ccccc1F	2%	0%	-24	7%	-5%	-1%	2%

Limited to AmpC detergent, AMA1 RON2 block and LmPK inhibitor, for some of the entries so far:
mol | AmpC detergent | AMA1 RON2 block | LmPK inhibitor
COc1ccc(C(C)(NC(C)=O)c2nc(-c3ccc(F)cc3OC)cs2)cc1 (configuration not stated) | nt | -5% | nt
Cc1ccccc1NC(=O)/C(C#N)=C\c1ccsc1 | 0% | 6%[2.32 µM] | -2%
COCCn1c(CN(Cc2ccccc2)Cc2ccccc2)nc2c1c(=O)n(C)c(=O)n2C | -6% | -14% | 4%
O=C(Cn1cnc2c(nnn2-c2ccccc2)c1=O)NCc1ccco1 | ? | -9% | 3%
CCC1(C)Nc2ccccc2C(=O)N1O (configuration not stated) | -8% | 29% | -1%
COC(=O)c1cccc(CSc2nnc(-c3ccco3)n2-c2ccccc2)c1 | 5% | -22% | 1%

An excerpt from above in order of length of the SMILES, rising.
SMILES	AmpC detergent	AMA1 RON2 block	HCMV antiviral	HCV inhibitor	TbPYK inhibitor	AmpC inh no detg	LmPK inhibitor
CCCCCc1nc2c(c3c1CCCC3)CCCC2	6%	-17%	-28	?	8%	-14%	-2%
CCN(CC)S(=O)(=O)c1ccc(Cl)c(C(=O)Nc2cc(C)nn2-c2ccccc2)c1	-15%	4%[2.32 µM]	-32	?	-2%	7%	-1%
CCCCn1c(N)c(N(CCC(C)C)C(=O)c2cc(-c3ccco3)nc3ccccc23)c(=O)[nH]c1=O	-5%	-13%	-39	26%	-8%	-36%	3%

Bioassay records deposited in PubChem by National Center for Advancing Translational Sciences (NCATS).
